Avidin fluor: green autofluorescence of compounds with avidin beads – biophysical, 488/530 nm, flow cytometry, artefact control, profiling panel; 220,000 tested, 0.38% active; compound fluorescence 488/530 nm; stronger effect = higher value; AID 1775, 2009; fluorescence (KMESF) at 10 µM; in the data active = fluorescence above about 47; note: inactives centre near 10
Pf gamet viab: late stage P. falciparum gametocyte viability inhibitors, primary screen, ATP luminescence, HTS; P. falciparum stage V gametocytes, 24 h; AID 743093, 2013; 150,000 tested, 0.065% active; inhibition, % at 10.9 µM;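 active = inhibition above the mean plus 3 SD of compounds within the control limits, set per campaign, cut at about 38% in these data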;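 note: 0% = DMSO wells and 100% = medium only without gametocytes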
Rac1 wt modul: wildtype Rac1 GTP binding modulators, primary screen, biochemical, GST-Rac1 beads, flow cytometry, multiplex; GTP binding activity (% of control), % at 10 µM; Ras-related C3 botulinum toxin substrate 1 (Homo sapiens), P63000; fluorescent GTP binding; actives lie on both sides; 0 = cold GTP competed, 100 = untreated; 190,000 tested, 0.27% active;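 active = GTP binding activity at least 20 points away from the 100% control level, either lower or higher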
GSH fluor: compound fluorescence on glutathione beads, profiling panel, artefact control, biophysical, 488/530 nm, flow cytometry; 190,000 tested, 0.25% active; GSH beads flow cytometry, compound fluorescence 488/530 nm; stronger effect = higher value; fluorescence (KMESF) at 10 µM; in the data active = fluorescence above about 89;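 note: glutathione beads carrying GST-tagged Bcl family fusion proteins plus one bare bead set; values are compound well signal with DMSO vehicle wells as background; inactives centre near 16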
Rab2 wt GTP: modulators of GTP binding to Rab2A wildtype, primary screen, biochemical, dog, bead-based flow cytometry, multiplex; GST-Rab2 wt beads, Bodipy-GTP binding; Ras-related protein Rab-2A (Canis lupus familiaris), P61105; 190,000 tested, 0.19% active; AID 760, 2007; GTP binding activity, % at 10 µM;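 active = GTP binding activity at least 20 points away from 100%, either lowered or raised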;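 note: 0% = beads with excess unlabeled GTP and 100% = no-compound control corrected for plate trend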
ABCB1 inh: ABCB1 efflux pump inhibitors, primary screen, cell-based, multiplex, flow cytometry, ABCG2 counter-screen; ATP-dependent translocase ABCB1 (Homo sapiens), P08183; CCRF-Adr cells, JC-1 efflux; inhibition, % at 6.6 µM; 190,000 tested, 0.067% active; AID 1326, 2008; in the data active = inhibition above about 40%;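 note: 0% = vehicle and 100% = reference inhibitor; higher value means more JC-1 retained so stronger ABCB1 efflux block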
ABCG2 inh: ABCG2 efflux pump inhibitors, primary screen, multiplex with ABCB1, IgMXP3 cells, flow cytometry; Broad substrate specificity ATP-binding cassette transporter ABCG2 (Homo sapiens), Q9UNQ0; JC-1 efflux; inhibition, % at 6.6 µM; 190,000 tested, 0.1% active; AID 1325, 2008;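 active = inhibition above 80%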;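 note: 0% = DMSO and 100% = nicardipine control wells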
Target sequence (Q9UNQ0 whole entry, looked up): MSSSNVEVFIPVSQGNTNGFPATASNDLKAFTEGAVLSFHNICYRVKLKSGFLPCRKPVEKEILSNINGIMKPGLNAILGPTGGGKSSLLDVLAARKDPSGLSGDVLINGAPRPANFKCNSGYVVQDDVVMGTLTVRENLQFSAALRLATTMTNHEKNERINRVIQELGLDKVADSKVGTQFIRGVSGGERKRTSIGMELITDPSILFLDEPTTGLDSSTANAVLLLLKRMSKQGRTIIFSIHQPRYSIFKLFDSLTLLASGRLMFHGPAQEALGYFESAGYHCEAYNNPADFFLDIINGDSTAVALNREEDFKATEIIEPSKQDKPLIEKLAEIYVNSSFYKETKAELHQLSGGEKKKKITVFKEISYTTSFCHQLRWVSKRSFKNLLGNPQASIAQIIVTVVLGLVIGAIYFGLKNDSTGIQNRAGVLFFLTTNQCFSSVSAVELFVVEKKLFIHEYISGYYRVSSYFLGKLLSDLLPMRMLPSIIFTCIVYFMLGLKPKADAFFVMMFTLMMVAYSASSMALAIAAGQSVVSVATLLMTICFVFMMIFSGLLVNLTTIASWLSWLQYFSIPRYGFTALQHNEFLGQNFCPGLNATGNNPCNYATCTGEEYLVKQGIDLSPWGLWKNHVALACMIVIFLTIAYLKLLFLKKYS
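Test system: IgMXP3 (ABCG2) plus far-red-tagged CCRF-Adr (ABCB1) cells / Amount: 3 million cells/mL in well / Reagent: JC-1 transporter substrate / Timing: 10 min compound exposure, 25 °C / Signal: flow cytometry, 530 nm JC-1 signal / Read-out: percent efflux inhibition, scaled nicardipine 100% to DMSO 0% / Benchmarks: nicardipine as high control, DMSO as low control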
Rac1 mut GTP: GTP binding modulators of activated mutant Rac1, primary screen, biochemical, bead-based flow cytometry, multiplex, fluorescent GTP | GST-Rac1 activated beads; actives lie on both sides; 100% means binding = to untreated wells | percent activity (GTP binding), % at 10 µM | 190,000 tested, 0.11% active | AID 764, 2007;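 active = GTP binding at least 20 percentage points away from the 100% baseline, in either direction, so actives lie on both sides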
Cdc42 wt: modulators of GTP binding to wildtype Cdc42, primary screen, biochemical, multiplex bead flow cytometry, Bodipy-GTP. Cell division control protein 42 homolog (Homo sapiens), P60953. GST-Cdc42 beads; actives lie on both sides. percent activity (GTP binding), % at 10 µM. 190,000 tested, 0.2% active;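 active = percent activity GTP binding at least 20 points away from the 100% baseline, either down as inhibitor or up as activator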;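 note: median bead fluorescence of bound Bodipy-FL-GTP at 100 nM; 0% = excess unlabeled GTP control and 100% = no compound control; below 100% means less GTP binding so inhibitor and above means activator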
Target sequence (P60953 whole entry, looked up): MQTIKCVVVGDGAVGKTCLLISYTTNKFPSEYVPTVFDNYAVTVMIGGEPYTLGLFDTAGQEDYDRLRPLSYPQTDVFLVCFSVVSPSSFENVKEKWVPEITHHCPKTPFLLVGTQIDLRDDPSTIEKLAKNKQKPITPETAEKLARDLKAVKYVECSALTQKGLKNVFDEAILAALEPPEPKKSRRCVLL
Rab7 wt modul: modulators of GTP binding to Rab7, primary screen, biochemical, wildtype, multiplex bead flow cytometry | Rab7 GTPase wild type (dog), Bodipy-FL-GTP binding | GST-Rab7 beads, fluorescent GTP binding; actives lie on both sides; untreated = 100%, excess cold GTP = 0% | GTP binding activity (percent of control), % at 10 µM | 190,000 tested, 0.055% active | AID 758, 2007;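 active = fluorescent GTP binding to Rab7 beads changed by at least 20 points from the 100% baseline, either direction, mostly lower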;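 note: median green fluorescence of bound Bodipy-FL-GTP per Rab7 bead population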
HRas wt GTP bind: modulators of GTP binding to HRas wildtype, primary screen, biochemical, bead-based flow cytometry, multiplex. GST-Ras wt beads, Bodipy-FL-GTP binding; actives lie on both sides. GTP binding activity, % at 10 µM. 190,000 tested, 0.14% active;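 active = GTP binding activity at least 20% away from the 100% baseline, either lowered as inhibitor or raised as activator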;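 note: 0% = unlabeled GTP competition control and 100% = no-compound control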
Target sequence (P01112 whole entry, looked up): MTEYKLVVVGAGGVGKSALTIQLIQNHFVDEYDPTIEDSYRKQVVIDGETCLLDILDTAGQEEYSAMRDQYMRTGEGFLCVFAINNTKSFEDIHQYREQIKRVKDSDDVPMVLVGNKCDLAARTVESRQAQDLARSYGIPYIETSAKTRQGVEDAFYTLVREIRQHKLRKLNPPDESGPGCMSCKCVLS
Active calls of the source: *; nt = not tested or not shown.

SMILES	Avidin fluor	Pf gamet viab	Rac1 wt modul	GSH fluor	Rab2 wt GTP	ABCB1 inh	ABCG2 inh	Rac1 mut GTP	Cdc42 wt	Rab7 wt modul	HRas wt GTP bind
CCCCn1c(SCC(=O)Nc2cccc(C)n2)nnc1-c1ccco1	4	nt	101	23	96	0.6	4	98	98	97	99
Cc1sc2c(=O)n3c(nc2c1C(=O)NCCCN1CCOCC1)CCCCC3	27	nt	97	13	98	1.3	6	97	99	96	99
Cc1ccc(-c2csc3ncn(-n4c(C)ccc4C)c(=O)c23)o1	10	nt	98	33	99	4.8	20	96	95	101	97
O=C1CC(N2CCN(Cc3ccccc3)CC2)C(=O)N1c1ccccc1 (stereo not drawn)	35	16	103	15	102	0.4	1	101	104	98	102
C/C(CC(=O)Nc1ccc(N(C)C)cc1)=N\NC(=O)C(=O)NCc1ccccc1	6	-11	101	23	94	1.3	3	100	100	97	98
COc1ccccc1-c1nc(C#N)c(N2CC(C)CC(C)C2)o1 (stereo not drawn)	12	-13	100	15	98	1.4	44	96	97	99	99
COc1ccc(Cl)cc1N1Cc2ccccc2C1	11	nt	96	36	96	-0.2	1	96	96	97	99
COc1cccc(-c2cc(C(=O)Nc3cc(C)n(Cc4ccc(Cl)cc4)n3)no2)c1	15	nt	106	25	103	0.9	3	99	103	101	102
CN(NC(=O)c1ccc(Cl)cc1Cl)C1=NS(=O)(=O)c2ccccc21	12	nt	92	14	90	3.1	23	92	88	95	91
COC(=O)C(CCSC)NC(=O)Cn1ncc2c(=O)oc3ccc(C)cc3c21 (stereo not drawn)	6	nt	102	14	99	0.2	0	98	104	97	100
COC(=O)N1[C@H](Cc2ccccc2)C=C[C@]1(C)C(=O)NCc1ccccn1	12	nt	104	18	101	0.0	-7	99	104	99	100
CC(C)(C)Cc1nc(-c2ccc(Cl)cc2)no1	8	-22	99	24	98	0.2	0	98	101	97	99
C/C(=N/NC(=O)c1ccoc1C)c1cccc(NC(=O)C(F)(F)F)c1	13	-1	99	11	99	0.5	39	99	99	94	99
COc1ccc(OC)c(Nc2ccc(C(=O)O)cc2[N+](=O)[O-])c1	5	19	102	14	99	0.4	6	101	102	100	101
O=S(=O)(c1ccccc1)N1N=C(c2cccs2)CC1c1ccc(F)cc1 (stereo not drawn)	14	20	105	11	106	0.2	1	101	106	105	106
CCCCOc1ccc(C(=O)NCC2(c3ccccc3)CCOCC2)cc1	8	-16	97	29	97	1.6	48	96	99	99	99
CCCN(CCC)C(=O)CSc1nc2ccsc2c(=O)n1NC(=O)c1ccccc1	22	-16	95	22	92	0.2	2	97	93	94	92
Cc1ccccc1NS(=O)(=O)c1ccc(NC(=O)c2ccco2)cc1	8	-22	94	23	96	0.2	2	94	94	95	95
COc1ccc(OCC(=O)NCCC2=CCCCC2)c([N+](=O)[O-])c1	8	nt	100	15	91	0.9	4	94	95	93	97
COc1ccc(C(=O)N/N=C/c2c(C)[nH]c(=O)[nH]c2=O)cc1	11	-20	102	23	99	-0.1	0	99	102	105	102
COc1ccc(Cl)cc1NC(=O)CC(C)=O	12	-14	97	29	94	0.2	5	94	96	92	96
Cc1nn(CC(=O)c2ccc(Cl)s2)c(C)c1[N+](=O)[O-]	12	-2	96	16	97	0.2	1	93	94	103	97
Cc1ccc(Oc2ccc(S(=O)(=O)N3CCOCC3)cc2C(N)=O)c(-n2nc3ccccc3n2)c1	12	11	99	27	98	1.7	3	96	102	98	100
O=C(CSc1nnc(-c2ccc3c(c2)OCO3)o1)Nc1ncc(C(F)(F)F)cc1Cl	11	6	82	16	83	-0.7	-6	81	85	93	86
CCCOc1ccc(C2C(C(=O)c3ccco3)=C(O)C(=O)N2CCCn2ccnc2)cc1 (stereo not drawn)	14	nt	96	42	97	0.5	3	96	95	96	96

4 neighbouring records already listed, quoted:
SMILES	Avidin fluor	Pf gamet viab	Rac1 wt modul	GSH fluor	Rab2 wt GTP	ABCB1 inh	ABCG2 inh	Rac1 mut GTP	Cdc42 wt	Rab7 wt modul	HRas wt GTP bind
CCCCn1c(SCC(=O)Nc2cccc(C)n2)nnc1-c1ccco1	4	nt	101	23	96	0.6	4	98	98	97	99
Cc1sc2c(=O)n3c(nc2c1C(=O)NCCCN1CCOCC1)CCCCC3	27	nt	97	13	98	1.3	6	97	99	96	99
Cc1ccc(-c2csc3ncn(-n4c(C)ccc4C)c(=O)c23)o1	10	nt	98	33	99	4.8	20	96	95	101	97
O=C1CC(N2CCN(Cc3ccccc3)CC2)C(=O)N1c1ccccc1 (stereo not drawn)	35	16	103	15	102	0.4	1	101	104	98	102

Seven compounds drawn at random from the list so far, as already listed:
SMILES	Avidin fluor	Pf gamet viab	Rac1 wt modul	GSH fluor	Rab2 wt GTP	ABCB1 inh	ABCG2 inh	Rac1 mut GTP	Cdc42 wt	Rab7 wt modul	HRas wt GTP bind
CN(NC(=O)c1ccc(Cl)cc1Cl)C1=NS(=O)(=O)c2ccccc21	12	nt	92	14	90	3.1	23	92	88	95	91
Cc1ccccc1NS(=O)(=O)c1ccc(NC(=O)c2ccco2)cc1	8	-22	94	23	96	0.2	2	94	94	95	95
Cc1ccc(-c2csc3ncn(-n4c(C)ccc4C)c(=O)c23)o1	10	nt	98	33	99	4.8	20	96	95	101	97
O=C(CSc1nnc(-c2ccc3c(c2)OCO3)o1)Nc1ncc(C(F)(F)F)cc1Cl	11	6	82	16	83	-0.7	-6	81	85	93	86
CCCN(CCC)C(=O)CSc1nc2ccsc2c(=O)n1NC(=O)c1ccccc1	22	-16	95	22	92	0.2	2	97	93	94	92
COc1ccc(Cl)cc1NC(=O)CC(C)=O	12	-14	97	29	94	0.2	5	94	96	92	96
COc1ccc(OC)c(Nc2ccc(C(=O)O)cc2[N+](=O)[O-])c1	5	19	102	14	99	0.4	6	101	102	100	101

Further records
SMILES	Avidin fluor	Pf gamet viab	Rac1 wt modul	GSH fluor	Rab2 wt GTP	ABCB1 inh	ABCG2 inh	Rac1 mut GTP	Cdc42 wt	Rab7 wt modul	HRas wt GTP bind
COC(=O)Nc1ccc(S(=O)(=O)N(C)C)cc1	17	nt	96	24	98	0.2	2	97	101	101	100
CCOC(=O)COc1ccc(S(=O)(=O)N2CCN(c3ccc(OC)cc3)CC2)cc1	10	-16	102	16	101	0.3	1	97	101	103	99
O=C(c1nn(Cc2ccccc2)c(=O)c2ccccc12)N1CCN(C/C=C/c2ccccc2)CC1	7	nt	102	20	103	1.5	1	101	103	99	102
O=C(CN1C(=O)NC(Cc2c[nH]c3ccccc23)C1=O)Nc1cccc(S(=O)(=O)N2CCCC2)c1 (stereo not drawn)	5	8	96	17	97	-1.0	1	94	96	100	98
COc1ccc(-c2nn(-c3ccccc3)cc2C(=O)O)cc1OC	13	-1	103	25	100	0.6	32	96	100	98	99
COc1cc(OC)cc(C(=O)NC(C(=O)O)C23CC4CC(CC(C4)C2)C3)c1 (stereo not drawn)	20	12	99	12	98	1.5	4	93	98	108	99
CC1(C)CC(=O)C/C(=N/Nc2nc3ccccc3s2)C1	25	-10	97	30	96	0.2	1	94	94	92	97
CCOC(=O)C1=C(C)N=C2SC(C)C(=O)N2C1c1cccc(F)c1 (stereo not drawn)	12	nt	104	9	100	-0.1	1	102	102	98	102
Nc1nc(-n2cnnc2)nn1-c1ccccc1	10	nt	110	13	101	0.0	0	102	106	100	104
Cc1ccc(OCC(=O)N2N=C(c3ccc(Cl)cc3)CC2c2ccco2)c([N+](=O)[O-])n1 (stereo not drawn)	12	nt	100	12	96	2.3	15	95	94	104	97
O=C(Nc1ccc(-c2nc3ccccc3o2)cc1)c1cccnc1	14	nt	107	10	100	0.2	3	101	104	98	102
Cc1cc(C)cc(N(CC(=O)Nc2cccc(C)n2)S(=O)(=O)c2c(C)noc2C)c1	22	nt	110	16	101	0.1	0	102	107	101	101
CCOC(=O)c1c(CN(C)C)n(-c2ccccc2)c2cc(Br)c(OC)cc12	11	nt	105	14	101	1.3	29	102	101	99	102
COCCN(C(C)=O)c1nnc(-c2cnccn2)s1	nt	nt	111	43	101	0.1	2	99	106	105	103
CCOc1ccccc1CN1CCN(Cc2cccc3nonc23)CC1CCO (stereo not drawn)	17	5	102	11	101	0.5	0	101	102	101	101
O=C1c2cc(S(=O)(=O)NCCCO)ccc2-c2ccc(S(=O)(=O)NCCCO)cc21	6	-2	101	251*	98	0.0	0	96	96	98	101
CCOC(=O)C1=C(C)NC(=S)NC1c1ccc(-c2ccc(Cl)cc2)o1 (stereo not drawn)	12	21	99	9	98	0.2	5	99	94	98	99
CCCN(CCC)CCCNC(=O)c1cn(CCOC)c(=O)c2c1c1ccccc1n2C	35	nt	101	17	101	0.2	0	99	102	100	100
O=C(CCn1cccc1)NCc1ccccc1	36	nt	101	13	99	0.1	0	96	99	102	101
O=C(CCC1COc2ccccc2O1)Nc1cccnc1 (stereo not drawn)	14	6	94	25	98	-2.7	-3	95	97	97	98
Cc1cc(C(=O)NCCCN(C)C)c2ccccc2n1	8	nt	99	12	96	-0.3	0	96	94	93	94
Cc1ccc(C(=O)Nc2c(C)cc(-c3ccccc3)oc2=O)cc1	9	10	100	17	98	0.6	1	95	98	100	95
CCCCCNC(=O)CCCCn1c(=O)[nH]c2cc(OCC)c(OCC)cc2c1=O	38	nt	100	23	98	0.2	2	97	100	100	100
COc1ccc(Cl)cc1Nc1nc(C)cc(C)c1C(N)=O	20	nt	104	13	100	0.4	3	100	100	101	100
C=C(C)CSc1nc(N)c2c(C)c(C)sc2n1	9	nt	100	6	99	0.0	0	94	100	102	100
Cc1nnc(NC(=O)C2COc3ccccc3O2)s1 (stereo not drawn)	42	nt	106	19	102	1.3	26	102	105	97	102
Cn1c(Cc2ccccc2)n[nH]c1=S	6	16	104	10	98	0.3	2	101	100	99	102
CCOc1cc(/C=C2/NC(=S)NC2=O)ccc1OCc1ccc([N+](=O)[O-])cc1	11	nt	97	17	96	-0.1	2	96	98	99	95
O=C1CC(N2CCSCC2)C(=O)N1CCc1ccccc1 (stereo not drawn)	12	nt	95	22	95	0.6	3	95	98	97	94

From PubChem
